# SENP1 FRET inh: human SENP1 catalytic domain inhibitors, primary screen, biochemical, FRET, uHTS | inhibition, % at 10 µM | AID 624204, 2012 | actives 0.21% (n = 360,000) | recombinant SENP1 catalytic domain, CyPet-SUMO1-YPet FRET cleavage | Sentrin-specific protease 1 (Homo sapiens), Q9P0U3;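 active = inhibition at least 30% at 10 µM, raw YFP signal under a set limit, fluorescence ratio 0.5 to 1.5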;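 also: 0% = enzyme with DMSO and 100% = no enzyme wells; some results filed as inactive read as strong as hits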
# Target sequence (Q9P0U3 419-644 limits assumed): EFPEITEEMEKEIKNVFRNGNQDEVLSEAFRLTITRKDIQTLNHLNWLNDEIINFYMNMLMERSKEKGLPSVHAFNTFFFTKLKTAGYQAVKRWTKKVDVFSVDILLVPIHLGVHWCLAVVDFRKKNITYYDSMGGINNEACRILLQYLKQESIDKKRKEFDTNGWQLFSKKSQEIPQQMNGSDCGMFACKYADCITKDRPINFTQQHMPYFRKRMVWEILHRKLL
#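 System: Recombinant human SENP1 catalytic domain, His6-tagged | Incubation: Enzyme reaction for 50 min at room temperature, dark | Medium: Tris pH 8 with BME, BSA, NP40 and catalase | Also added: 25 nM SUMO1 FRET substrate | Compound: 10 µM single point, 0.5% DMSO | Measured by: FRET fluorescence in CFP and YFP emission channels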
# SENP8 block-1: human SENP8 protease inhibitors, primary screen, biochemical, fluorescence, Nedd8 protein substrate, uHTS. recombinant SENP8. actives 0.64% (n = 360,000). AID 602440, 2012. Sentrin-specific protease 8 (Homo sapiens), Q96LD8. inhibition, % at 20 µM; in the data active = inhibition mostly above about 40%, no sharp cut-off; inactive = mostly below about 27%
# Target sequence (Q96LD8 whole entry, looked up): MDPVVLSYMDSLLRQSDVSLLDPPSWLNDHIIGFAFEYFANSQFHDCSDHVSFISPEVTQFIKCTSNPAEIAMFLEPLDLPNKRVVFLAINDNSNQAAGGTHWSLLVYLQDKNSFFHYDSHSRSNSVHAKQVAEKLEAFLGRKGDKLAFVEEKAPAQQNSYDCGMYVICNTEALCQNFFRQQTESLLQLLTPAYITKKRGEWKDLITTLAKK
# MIN6 prolif: inducers of MIN6 beta-cell proliferation, primary screen, ATP luminescence, uHTS. MIN6 cells proliferation, ATPlite luminescence, 48 h; cells starved in 0.2% serum; 100% = growth in 10% serum. proliferation, % at 10 µM. actives 0.29% (n = 330,000);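 active = compounds whose signal lies at least 3.5 SD above the mean of all wells on their plate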;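 also: 0% = DMSO-treated cells in low-serum medium and 100% = 10% serum control; some compounds called inactive have numbers as strong as hits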
# SENP6 inh: SENP6 protease inhibitors, primary screen, biochemical, luminescence, uHTS | Recombinant SENP6 catalytic domain, aminoluciferin luminescence | inhibition, % at 10 µM | actives 1.8% (n = 330,000) | AID 2599, 2010;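 active = inhibition above about 50% at the single tested dose, limit read from the data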;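 also: plate controls were DMSO wells with enzyme for no effect and DMSO wells lacking enzyme for full effect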
# Target sequence (Q9GZR1 628-1112 limits assumed): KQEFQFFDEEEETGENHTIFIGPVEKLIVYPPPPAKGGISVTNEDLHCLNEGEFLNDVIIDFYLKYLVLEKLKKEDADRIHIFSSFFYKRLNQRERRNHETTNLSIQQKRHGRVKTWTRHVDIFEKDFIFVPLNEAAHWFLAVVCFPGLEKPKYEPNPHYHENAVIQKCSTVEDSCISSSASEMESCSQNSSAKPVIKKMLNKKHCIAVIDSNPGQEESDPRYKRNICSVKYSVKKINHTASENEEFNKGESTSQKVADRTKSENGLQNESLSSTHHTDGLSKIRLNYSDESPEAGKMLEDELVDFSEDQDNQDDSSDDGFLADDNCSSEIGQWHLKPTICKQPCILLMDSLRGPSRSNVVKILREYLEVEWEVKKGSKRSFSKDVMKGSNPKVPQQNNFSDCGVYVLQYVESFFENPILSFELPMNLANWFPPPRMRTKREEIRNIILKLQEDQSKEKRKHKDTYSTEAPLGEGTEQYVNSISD
# UBC13 inh: UBC13 polyubiquitin chain formation inhibitors, primary screen, biochemical, TR-FRET, uHTS. Ubiquitin-conjugating enzyme E2 N (Homo sapiens), P61088. inhibition, % at 20 µM. actives 0.47% (n = 330,000); in the data active = inhibition above about 45%, passing the limit was not always enough
# Target sequence (P61088 whole entry, looked up): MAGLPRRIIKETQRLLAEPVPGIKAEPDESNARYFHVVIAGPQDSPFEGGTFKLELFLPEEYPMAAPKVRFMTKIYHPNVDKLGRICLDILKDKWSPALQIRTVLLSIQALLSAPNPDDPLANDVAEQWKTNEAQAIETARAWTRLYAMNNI
# HKDC1 inh: HKDC1 hexokinase inhibitors, primary screen, biochemical, fluorescence, uHTS; Q2TB90; recombinant HKDC1, G6PDH/diaphorase resazurin coupled fluorescence; inhibition, % at 20 µM; actives 0.16% (n = 340,000); AID 493160, 2011;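 active = inhibition above about 35% when tested at 20 µM, limit read from the data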;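 also: plate controls were DMSO wells with enzyme for no effect and DMSO wells lacking enzyme for full effect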
#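 test system = in-house recombinant HK5 (HKDC1) enzyme | amount = HKDC1 at 5 µg/mL | control set = DMSO-enzyme wells negative, buffer-substituted wells positive | compound = one dose of 20 µM, 1% DMSO | schedule = reaction time 90 min, room temperature, protected from light | technique = resorufin fluorescence at 613 nm | reagent = glucose with 1 mM ATP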
# PfGluPho inh: PfG6PD enzyme inhibitors, primary screen, biochemical, fluorescence intensity, uHTS; PfGluPho enzyme, NADPH resazurin-diaphorase fluorescence; inhibition, % at 20 µM; actives 0.78% (n = 350,000); AID 504690, 2011;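 active = inhibition reaching at least a set limit at 20 µM in the primary screen, cut at about 59% in these data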;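 also: 0% = DMSO wells with substrate and 100% = DMSO wells lacking glucose-6-phosphate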
# SENP7 block: SENP7 protease inhibitors, primary screen, biochemical, luminescence, uHTS. Sentrin-specific protease 7 (Homo sapiens), Q9BQF6. recombinant SENP7, Z-RLRGG-aminoluciferin luminescence, 40 min. AID 434973, 2010. inhibition, % at 5 µM. actives 1.5% (n = 330,000);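 active = inhibition above about 50% at the single test dose, limit read from the data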;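 also: plate controls were DMSO with enzyme for no effect and no enzyme buffer wells for full effect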
# SENP8 block-2: SENP8 protease inhibitors, primary screen, biochemical, luminescence; inhibition, % at 10 µM; AID 2540, 2010; Sentrin-specific protease 8 (Homo sapiens), Q96LD8; purified SENP8, Z-RLRGG-aminoluciferin cleavage; actives 1.2% (n = 330,000); in the data active = inhibition above about 50%
# Active calls of the source: *; nt = not tested or not shown.
1	COCCn1c(=NC(=O)c2ccc(S(=O)(=O)N3CCc4ccccc4C3)cc2)sc2cc(OC)ccc21
2	Cc1[nH]c2ccccc2c1C(=O)COC(=O)Cn1cnc2ccccc21
3	Cc1nn(C)cc1C1C2=C(CC(C)(C)CC2=O)OC2=C1C(=O)CC(C)(C)C2
4	COc1cccc(C2CC(c3ccccc3Cl)Nc3nc(N)nn32)c1 (stereo not drawn)
5	COc1cc(/C=N/NC(=O)CC2(C)OCCO2)cc(Br)c1O
6	CCOc1ccc(NC(=O)c2ccc3c(=O)n4c(nc3c2)CCCCC4)cc1
7	Cc1ccccc1-n1nc2c(c1NC(=O)c1ccc3c(c1)OCO3)CS(=O)(=O)C2
8	O=C(c1ccco1)N1CCN(Cc2cc(=O)c(OCc3ccc(F)cc3)co2)CC1
9	CNC(=O)c1ccccc1NC(=O)C1CC(=O)N(c2ccc(OC)cc2)C1 (stereo not drawn)
10	Cc1ccc(-n2nnnc2-c2cnc3ccc(Cl)cc3c2-c2ccccc2)cc1

assay / entry,1,2,3,4,5,6,7,8,9,10
SENP1 FRET inh,-26.1,0.4,-0.1,-4.8,-1.7,0.2,2.1,0.7,0.0,0.9
SENP8 block-1,-302.9,8.5,6.6,-5.8,-349.4,12.9,1.7,6.7,17.1,16.8
MIN6 prolif,0.0,0.6,-2.2,4.0,0.8,2.8,0.1,-1.8,3.7,-4.2
SENP6 inh,12.9,-7.4,-10.1,-11.3,-16.1,-1.5,-1.6,-2.3,-4.4,2.2
UBC13 inh,39.9,-1.6,-1.0,3.9,2.1,-1.6,5.7,-4.5,-0.8,6.0
HKDC1 inh,-13.2,-5.4,-6.2,-2.0,-12.8,6.9,-5.6,-0.3,-5.0,3.8
PfGluPho inh,3.3,-4.6,5.2,-15.2,9.4,-3.7,-1.6,-2.6,-5.6,17.1
SENP7 block,4.5,-4.4,5.8,-0.9,2.8,1.1,-0.6,-16.8,9.7,-5.6
SENP8 block-2,5.7,-6.8,2.2,-3.0,5.7,2.2,2.6,9.7,-4.6,-3.6

11	CC(C)n1nnnc1SCC(=O)N1N=C(c2cccs2)CC1c1cccs1 (stereo not drawn)
12	c1coc(-c2nnc3sc(Cc4cccs4)nn23)c1
13	CCOP(=O)(OCC)C(NC(=O)Nc1ccc(Cl)c(Cl)c1)c1ccccc1 (stereo not drawn)
14	CNS(=O)(=O)c1cccc(C(=O)NCC(c2ccco2)N(C)C)c1 (stereo not drawn)
15	COc1ccccc1N(C)S(=O)(=O)c1ccc(C)c(C(=O)NC(C)c2ccccn2)c1 (stereo not drawn)
16	CC(C)CCOP(=O)(c1ccc(N(C)C)cc1)C(O)c1ccccc1F (stereo not drawn)
17	CC(C)Cc1cc(C(=O)N2N=C(C(F)F)CC2(O)C(F)F)c2ccccc2n1 (stereo not drawn)
18	Cc1cc(C)[n+](-c2ccc(F)cc2)c2[nH]c(=O)[nH]c(=O)c12
19	CC(C)[C@H](NC(=O)N1CCn2c1nc1ccccc12)C(=O)N1CCCCC1
20	O=S1(=O)Cc2cc3ccccc3cc2C1

assay / entry,11,12,13,14,15,16,17,18,19,20
SENP1 FRET inh,3.1,-5.7,0.9,-0.1,0.1,0.3,1.3,-9.6,2.9,3.8
SENP8 block-1,-387.3,6.4,18.9,5.9,4.9,21.7,13.0,-415.2,-1.0,6.1
MIN6 prolif,4.3,-2.5,0.0,0.4,3.2,4.8,-1.0,2.8,0.4,-1.8
SENP6 inh,6.2,6.3,11.6,15.5,17.5,-3.5,-18.4,-2.1,0.9,-5.2
UBC13 inh,0.1,-4.2,4.5,-4.7,-3.0,-13.9,1.7,26.9,-10.3,-3.3
HKDC1 inh,-2.2,12.6,-6.4,-2.1,-2.0,4.3,0.9,13.1,-2.0,2.5
PfGluPho inh,6.5,-1.2,-0.2,-4.2,5.6,1.8,7.4,-20.1,-18.4,-4.6
SENP7 block,4.2,-4.1,2.2,3.0,1.0,7.4,13.9,-1.7,-18.2,4.3
SENP8 block-2,2.3,-7.8,7.7,3.1,3.2,4.1,0.6,-8.4,-14.7,2.4

# Given as labelled records: 3 of the compounds above
11) CC(C)n1nnnc1SCC(=O)N1N=C(c2cccs2)CC1c1cccs1 (stereo not drawn)
  SENP1 FRET inh: 3.1 | SENP8 block-1: -387.3 | MIN6 prolif: 4.3 | SENP6 inh: 6.2 | UBC13 inh: 0.1 | HKDC1 inh: -2.2 | PfGluPho inh: 6.5 | SENP7 block: 4.2 | SENP8 block-2: 2.3
12) c1coc(-c2nnc3sc(Cc4cccs4)nn23)c1
  SENP1 FRET inh: -5.7 | SENP8 block-1: 6.4 | MIN6 prolif: -2.5 | SENP6 inh: 6.3 | UBC13 inh: -4.2 | HKDC1 inh: 12.6 | PfGluPho inh: -1.2 | SENP7 block: -4.1 | SENP8 block-2: -7.8
13) CCOP(=O)(OCC)C(NC(=O)Nc1ccc(Cl)c(Cl)c1)c1ccccc1 (stereo not drawn)
  SENP1 FRET inh: 0.9 | SENP8 block-1: 18.9 | MIN6 prolif: 0.0 | SENP6 inh: 11.6 | UBC13 inh: 4.5 | HKDC1 inh: -6.4 | PfGluPho inh: -0.2 | SENP7 block: 2.2 | SENP8 block-2: 7.7

# More results.
21	C=C(C)C1Cc2c(C)nn(-c3cccc4cccnc34)c2C1 (stereo not drawn)
22	CCCc1cc(=O)n2[nH]c(NCc3ccccc3Cl)nc2n1
23	O=C(O)c1c(-c2ccccc2)nnc2ccccc12
24	COc1ccc(NC(=O)C2CC(c3ccccc3Cl)=NO2)cc1 (stereo not drawn)
25	COCc1cc(C)nc2sc(C(=O)Nc3ccccc3Br)c(N)c12
26	COc1ccc(NC(C)=O)cc1NC(=O)CSc1nnc(-c2ccccc2)n1N
27	NC(=O)[C@@H]1CCCNc2c(I)cc([N+](=O)[O-])cc2C(=O)N[C@@H](Cc2ccccc2)C(=O)N[C@@H](Cc2cnc[nH]2)C(=O)N1
28	O=C(CCCCCCCC(=O)N1CCCCCC1)N1CCCCCC1
29	O=C(C1CCCO1)N1CCN(S(=O)(=O)c2cc(F)ccc2F)CC1 (stereo not drawn)
30	Cc1ccc(S(=O)(=O)N2CCN(C(=O)Cc3ccccc3)CC2)cc1

assay / entry,21,22,23,24,25,26,27,28,29,30
SENP1 FRET inh,-25.2,0.4,0.2,3.4,-24.1,-2.5,1.9,0.9,2.6,2.4
SENP8 block-1,-32.7,12.4,7.3,7.1,-282.8,17.0,20.9,4.4,5.6,16.1
MIN6 prolif,2.7,-0.5,-0.3,-3.0,1.1,-2.1,-0.8,nt,1.8,0.0
SENP6 inh,-6.9,4.5,-30.5,2.4,6.5,-22.3,6.3,nt,-3.5,-10.2
UBC13 inh,17.4,1.9,5.9,3.6,15.2,-14.7,24.4,nt,0.0,0.4
HKDC1 inh,1.7,-0.7,-4.3,-6.6,-2.3,10.8,10.0,-6.2,-8.7,-1.4
PfGluPho inh,4.1,-18.7,-10.9,-2.4,13.1,-11.8,4.4,3.4,-11.4,-7.3
SENP7 block,3.9,4.8,9.5,1.8,-1.1,-7.7,6.0,nt,-2.3,0.4
SENP8 block-2,2.3,-1.8,2.2,7.2,-4.8,-8.8,0.0,nt,-1.7,0.9

31	CCCCn1c(N)c(N(CCOC)C(=O)C2CCN(S(=O)(=O)c3ccccc3)CC2)c(=O)[nH]c1=O
32	CC(C)(C)N=Cc1cc(-c2ccccc2)sc1O
33	CC(C)(C)OC(=O)N[C@@H](Cc1ccccc1)c1nnc(SCC(=O)O)o1
34	CCCOc1ccc(CNC(=O)C2CCN(c3nnc(N4CCCC4=O)s3)CC2)cc1
35	O=C1CCN(Cc2ccccc2)S(=O)(=O)c2c(F)cc(F)cc21
36	N#Cc1ccc(NCC(=O)Nc2ccc(S(=O)(=O)N3CCCCC3)cc2)cc1
37	COCc1ccc(C(=O)NC2CC(C)(C)Cc3c2cnn3-c2ccc(OC)cc2)o1 (stereo not drawn)
38	OCC1(CCCc2ccccc2)CCN(C2CCC2)CC1
39	COc1ccc(N(CC(=O)NCCSCc2ccccc2C)S(=O)(=O)c2ccccc2)cc1
40	O=C(OCC(=O)N1CCCc2ccccc21)c1cccc(S(=O)(=O)N2CCOCC2)c1

assay / entry,31,32,33,34,35,36,37,38,39,40
SENP1 FRET inh,-10.1,4.3,2.9,1.9,1.0,-0.4,0.8,0.3,3.5,-1.3
SENP8 block-1,-68.0,24.3,16.1,3.4,16.8,7.2,10.8,8.8,5.6,12.0
MIN6 prolif,3.9,-3.4,-2.5,-3.2,-0.3,0.9,-2.3,-1.5,-3.8,-0.7
SENP6 inh,-7.2,14.5,3.6,-2.4,0.1,10.7,2.6,-7.6,-2.9,-6.4
UBC13 inh,-3.5,1.3,6.4,2.4,5.6,12.0,-5.7,-3.4,-12.1,-7.0
HKDC1 inh,-3.0,0.4,-0.7,-4.7,0.9,-0.4,-1.3,4.8,-3.1,-0.3
PfGluPho inh,10.3,14.6,-3.6,-14.2,9.6,-9.6,-11.5,-2.3,1.3,10.4
SENP7 block,1.1,-2.5,5.2,3.6,0.7,6.7,2.1,11.8,0.4,-8.5
SENP8 block-2,4.4,-18.0,-3.0,4.1,12.1,2.7,-2.2,-6.2,5.0,-6.9

41	CCN(CC)S(=O)(=O)c1ccc(N2CCOCC2)c(NC(=O)C2CCCC2)c1
42	CC(C)(C)n1nnc(CCc2nnn(C(C)(C)C)n2)n1
43	CC1=C(C(=O)Nc2ccccc2)C(c2ccc(Cl)cc2)n2c(s/c(=C/c3cccc(OCC(=O)O)c3)c2=O)=N1 (stereo not drawn)
44	COCCNS(=O)(=O)c1ccc(C2CNC(=O)C2)cc1 (stereo not drawn)
45	COCCNC(=O)c1onc(CSc2ccc(C(C)C)cc2)c1C(=O)O
46	O=S(=O)(Nc1cccc(CCc2ccccn2)c1)c1ccc2ccccc2c1
47	Cc1ccc(N(C(=O)C2CCCC2)C2C=CS(=O)(=O)C2)cc1C (stereo not drawn)
48	COCCn1cnc2c1c(=O)n(Cc1cc(C(C)=O)ccc1OC)c(=O)n2Cc1ccccc1

assay / entry,41,42,43,44,45,46,47,48
SENP1 FRET inh,0.2,1.1,14.0,-1.5,1.7,0.7,0.3,-1.2
SENP8 block-1,21.9,4.0,-29.1,1.5,16.5,18.1,18.3,-6.2
MIN6 prolif,0.0,-1.2,-4.0,-2.6,0.6,nt,-1.9,0.0
SENP6 inh,-0.5,-10.4,0.9,8.1,-7.6,nt,3.8,-17.6
UBC13 inh,5.5,-5.0,-25.2,-5.5,-0.8,nt,6.8,-8.9
HKDC1 inh,-8.6,1.4,1.9,-2.2,4.4,-2.9,-5.1,2.5
PfGluPho inh,-1.6,-17.6,-12.9,-0.3,-16.8,-11.3,-0.8,12.5
SENP7 block,-0.3,10.1,4.5,-2.8,5.1,nt,-2.0,-6.7
SENP8 block-2,0.8,-5.5,3.4,-2.0,1.4,nt,1.3,-1.1
